WT yeast gro inh: growth inhibition of WT yeast, mitochondrial fusion screen; mitochondrial fusion phenotypic screen, WT strain; inhibition, % at 10 µM; 2.1% of 190,000 active; in the data active = inhibition above about 58%; tested in S. cerevisiae
bCat nuc transl: alters nuclear translocation of beta-catenin in HeLa cells; immunofluorescence imaging; nuclear translocation activity, % at 5 µM; 0.3% of 190,000 active;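 active = nuclear translocation activity above 50% at 5 µM, with a well cell count of 50 or more; inconclusive = wells under 50 cells across six images, flagged as toxic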;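 note: per-cell ratio of nuclear to cytoplasmic median beta-catenin stain intensity; plate controls were DMSO negative control for no effect and GSK-3 inhibitor IX positive control for full effect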
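Read-out: Nuclear/cytoplasmic beta-catenin signal ratio, % activation | Assay system: Human HeLa cell line | Times: 24 h compound exposure at 37°C, 5% CO2 | Signal: Fluorescence imaging of beta-catenin antibody stain plus DAPI | Dosing: 5 µM primary, 0.02–20 µM confirmation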
NOD2 inhibition: inhibition of NOD2-driven NF-kB reporter – cell-based, luminescence, uHTS, HEK293 (AID 1566); 0.63% of 290,000 active; HEK293 NOD2/NF-kB luciferase reporter, luminescence; higher % means a stronger effect; one-dose inhibition, % at 4 µM; EC50 in µM for titrated hits; in the data active = inhibition above about 50%; note: many of its hits are not listed in these tables
Dynein transport: dynein cargo transport inhibition | 3617.4 mouse cells, GR-EGFP nuclear translocation imaging; test concentration mostly 20 µM; stimulated with dexamethasone, 1 µM; stronger effect = lower value | z-score, hits read low | 0.47% of 220,000 active;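 active = plate z-score of nuclear minus cytoplasmic receptor signal below a set negative limit, without overly bright fluorescence or cell loss, cut at about -3.5 in these data, passing the limit was not always enough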;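 note: z-score of nuclear minus cytoplasmic ring GR-EGFP intensity difference per well; some compounds called inactive have numbers as strong as hits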
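Buffer or medium – tet-free medium with charcoal-stripped serum · Signal – automated 10x imaging of fixed Hoechst-stained cells · Also added – dexamethasone agonist, 1.0 µM final, for 30 min · Incubation – induction 48 h, compound 1 h, agonist 30 min · Read-out – GR-EGFP nuclear translocation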
MT stabilizer: stabilizes microtubules in HeLa cells; HeLa tubulin immunostaining HCS, 24 h; share of cells brighter than vehicle mean+2SD; % tubulin-high responders, % at 10 µM; 0.83% of 200,000 active; AID 2205;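 active = plate Z-score above 3 for both tubulin-high and condensed-nucleus cell shares, with cell loss under 80%, at 10 µM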;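 note: anti alpha tubulin signal scored within the nucleus-defined area of each cell; some results filed as inactive read as strong as hits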
Lipid droplet: hepatic lipid droplet formation modulation | 0.4% of 240,000 active | inhibition, % at 6.5 µM | AML12 mouse hepatocytes, oleate lipid droplets, BODIPY imaging;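 active = lipid droplet intensity inhibited by at least 50%, with more than 500 cells counted; inconclusive = wells with under 300 cells, treated as cytotoxic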
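Test system: AML12 mouse liver cells; schedule: overnight exposure; technique: high-content imaging of BODIPY-stained droplets and DAPI nuclei; read-out: % inhibition of corrected integrated BODIPY droplet signal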
Insulin prom up: MIN6 insulin promoter up-regulation | MIN6 insulin promoter-GFP reporter, high-content imaging; stronger effect = higher value | z-score at 5 µM | 0.3% of 190,000 active;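 active = z-score above 3 at 5 µM with at least 500 cells counted in the well; inconclusive = wells under 500 cells, flagged as cytotoxic or low count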
Yfh1-off respiration: mitochondrial function rescue without frataxin homolog – Friedreich's ataxia, plus single-dose screen, dose response (AID 1465); S. cerevisiae Yfh1-off respiration, WST-1 reduction, 72 h; higher fold induction means a stronger effect; fold induction at 50 µM, or EC50 in µM where a hit was titrated; 0.074% of 220,000 active;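 active = fold induction of absorbance versus untreated yeast above a set limit, then at least 30% activation at any dose in follow-up; inconclusive = repeats straddling the limit, or above it without dose testing; inactive = fold induction below the set limit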;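 note: activators that raise dye reduction in frataxin-depleted yeast; strong numbers were not always called active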
Autophagy mod: autophagy modulation, high-content screen; MEF GFP-LC3 puncta imaging; test concentration mostly 10 µM; calls only at 10 µM (by protocol); 0.98% of 190,000 active;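 active = percentage of spot-positive cells more than 3 SD above its plate mean, without a fluorescence outlier flag or 80% toxicity; inconclusive = no clear call, values can overlap the other calls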;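 note: spot-positive cell cutoff set from DMSO-treated cells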
WT yeast gro inh mutant strain: further read-out of WT yeast gro inh, marked with its call; inhibition, %; mitochondrial fusion phenotypic screen, mutant strain inhibition
Dynein transport cytoplasmic EGFP: further read-out of Dynein transport, marked with its call; z-score; measured here: cytoplasmic GR-EGFP intensity; stronger effect = higher value
Dynein transport nuclear GR-EGFP: second read-out of Dynein transport, no call of its own (marks repeat the call); z-score; measured here: nuclear GR-EGFP intensity;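 lower value marks the stronger effect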
Dynein transport cell count: also measured in Dynein transport; calls as there; z-score; measured here: cell count per field
Insulin prom up cell count: recorded beside Insulin prom up, whose call it bears; cell count; measured here: cytotoxicity, nuclei count;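 total cells summed across four imaged fields per well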
Lipid droplet cells 6.5 µM: recorded beside Lipid droplet, whose call it bears; cell count; measured here: cell count, cytotoxicity flag;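 cells counted across two imaged fields per well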
bCat nuc transl cell count 5 µM: further read-out of bCat nuc transl, marked with its call; cell count; measured here: cell count, cytotoxicity flag
MT stabilizer Hoechst-high %: also measured in MT stabilizer; calls as there; % Hoechst-high responders; measured here: nuclear condensation Hoechst responders;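 share of cells brighter than vehicle mean plus two SD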
MT stabilizer cytotoxicity %: further read-out of MT stabilizer, marked with its call; toxicity, %; measured here: cytotoxicity by cell density;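 0% = mean cell density of plate MIN control wells and 100% = no cells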
Autophagy mod cell loss 18 h: recorded beside Autophagy mod, whose call it bears; toxicity, %; measured here: cell loss, nuclei count;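 cell loss after 18 h compound exposure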
The depositor's hits bear a star; i = inactive; ? = inconclusive; / = no result given. Only part of the results is shown (hit frequency here may not be typical).

SMILES	WT yeast gro inh	WT yeast gro inh mutant strain	bCat nuc transl	bCat nuc transl cell count 5 µM	NOD2 inhibition	Dynein transport	Dynein transport cytoplasmic EGFP	Dynein transport nuclear GR-EGFP	Dynein transport cell count	MT stabilizer	MT stabilizer Hoechst-high %	MT stabilizer cytotoxicity %	Lipid droplet	Lipid droplet cells 6.5 µM	Insulin prom up	Insulin prom up cell count	Yfh1-off respiration	Autophagy mod	Autophagy mod cell loss 18 h
Cc1cc(C)c(NC(=O)CN2CCN3CCCC3C2)c(C)c1 (stereo not drawn)	-19	0	-0.2	1122	0%	0.81	-0.24	0.27	-0.35	4.0	2.2	7.6	4	714	0.92	1684	i	i	27
COCCSc1ccccc1C(=O)NCc1ccco1	-8	-3	/	/	13%	-1.2	-0.3	-0.78	0.8	2.7	0.1	31	10	765	/	/	i	i	0
O=C(CSc1nnnn1-c1ccc(Cl)cc1)N1CCc2ccccc2C1	81*	81*	-2.9	971	-12%	2.9	0.017	2.5	-3.1	6.1	2.0	4.0	/	/	0.39	1289	i	i	4
COc1ccc(C(=O)c2oc3ccc(OC)cc3c2NC(C)=O)cc1	5	-42	-1.5	1119	4%	0.28	-0.19	0.23	0.081	3.1	1.4	4.4	14	697	0.99	1287	i	i	9
Cc1cc(=O)[nH]c(SCC2COC3(CCCCC3)O2)n1 (stereo not drawn)	-2	4	-1.7	1100	3%	1.5	-0.29	0.95	-0.64	6.2	2.5	5.6	-8	693	0.77	762	i	i	-16
Cc1ccc(CNc2oc(COc3ccccc3Cl)nc2C#N)cc1	7	-2	-0.4	964	20%	-0.091	-0.28	0.091	-0.5	2.8	2.0	3.3	/	/	0.39	1563	i	i	9
COc1cccc(CNn2c(-c3cccc(C)c3)nc3ccccc3c2=O)c1	48	13	6.3	1042	16%	-0.65	-0.08	-0.016	-0.049	0.7	2.1	9.2	-2	746	/	/	i	i	36
CCOC(=O)C1=C(C)N(c2ccc(OC)cc2)C(=O)/C1=C\c1cccs1	18	-5	0.0	568	-3%	1.5	-0.19	0.84	-1.3	5.2	1.8	15	2	733	-2.6	523	i	i	6
COc1ccc(CN(C)c2ncnc(N)n2)cc1	-18	-15	/	/	8%	-0.064	-0.14	0.16	0.059	1.5	1.1	4.8	4	801	-0.26	895	i	i	-6
CN(C)c1ccc(-c2n(C)c3ccccc3[n+]2C)cc1	-1	0	0.5	1041	26%	-0.73	-0.066	-0.47	0.43	0.8	1.2	4.2	-25	684	?	/	i	i	16
CCOC(=O)c1c(C)[nH]c(C)c1C(=O)COC(=O)/C=C/c1cccc(C(F)(F)F)c1	58*	-8.4*	/	/	5%	1.1	-0.2	1.1	-1.3	2.2	3.9	13	-44	560	0.31	1277	i	i	10
O=C(CN1CCc2ccccc2C1)NCC(=O)Nc1ccc(F)cc1	8	11	-0.3	1075	7%	-0.34	-0.31	0.61	-0.69	4.9	2.3	8.5	-16	725	0.04	1081	i	i	-12
O=C1S/C(=C\C=C\c2ccco2)C(=O)N1c1ccccc1	-22	-15	-0.7	1114	-29%	0.67	-0.18	0.3	-0.97	2.4	2.7	6.6	13	653	0.34	1377	i	i	13
CC(C)(C)c1ccc(NC(=O)CNC2CCCc3ccccc32)cc1 (stereo not drawn)	81*	64*	1.6	1045	-2%	-0.51	-0.3	-0.35	0.98	4.1	2.5	4.5	3	664	-0.61	1232	i	i	-3
CCNC(=O)c1ccccc1SCC(=O)Nc1ccc(F)cc1	-2	2	-1.0	1050	-18%	0.31	-0.17	0.29	0.13	2.2	2.1	4.0	-27	684	1.1	1218	i	i	-28
CNS(=O)(=O)c1cc(N)ccc1C	-7	6	-1.5	1178	-10%	0.0084	-0.27	0.17	-0.43	4.8	1.2	10	0	668	0.23	1266	i	i	3
Cc1cc(-c2n[nH]c(=S)n2/N=C/c2sccc2C)n[nH]1	0	6	0.3	918	-6%	-0.5	-0.22	-0.081	0.34	3.6	2.9	8.3	-23	575	/	/	i	i	9
COc1ccc(C(=O)N2CCN(c3ccccn3)CC2)cc1[N+](=O)[O-]	12	-11	-4.7	1127	13%	-0.18	1.2	0.86	0.07	1.6	1.7	3.5	0	710	-0.19	1620	i	i	7
Clc1ccc(-c2csc(N/N=C/c3cccnc3)n2)c(Cl)c1	9	8	1.3	869	14%	0.054	-0.22	0.087	-0.12	3.1	2.0	13	5	643	-1.4	1188	i	i	-6
N#Cc1cccnc1N1CCC(C(N)=O)CC1	/	/	-0.4	1363	7%	-0.41	-0.27	-0.44	0.93	/	/	/	/	/	0.18	1368	i	/	/

Whole records as entered above. Order of values: WT yeast gro inh | WT yeast gro inh mutant strain | bCat nuc transl | bCat nuc transl cell count 5 µM | NOD2 inhibition | Dynein transport | Dynein transport cytoplasmic EGFP | Dynein transport nuclear GR-EGFP | Dynein transport cell count | MT stabilizer | MT stabilizer Hoechst-high % | MT stabilizer cytotoxicity % | Lipid droplet | Lipid droplet cells 6.5 µM | Insulin prom up | Insulin prom up cell count | Yfh1-off respiration | Autophagy mod | Autophagy mod cell loss 18 h
Entry for `COc1ccc(C(=O)N2CCN(c3ccccn3)CC2)cc1[N+](=O)[O-]` : 12 | -11 | -4.7 | 1127 | 13% | -0.18 | 1.2 | 0.86 | 0.07 | 1.6 | 1.7 | 3.5 | 0 | 710 | -0.19 | 1620 | i | i | 7
Entry for `O=C(CSc1nnnn1-c1ccc(Cl)cc1)N1CCc2ccccc2C1` : 81* | 81* | -2.9 | 971 | -12% | 2.9 | 0.017 | 2.5 | -3.1 | 6.1 | 2.0 | 4.0 | / | / | 0.39 | 1289 | i | i | 4

Continued:
SMILES	WT yeast gro inh	WT yeast gro inh mutant strain	bCat nuc transl	bCat nuc transl cell count 5 µM	NOD2 inhibition	Dynein transport	Dynein transport cytoplasmic EGFP	Dynein transport nuclear GR-EGFP	Dynein transport cell count	MT stabilizer	MT stabilizer Hoechst-high %	MT stabilizer cytotoxicity %	Lipid droplet	Lipid droplet cells 6.5 µM	Insulin prom up	Insulin prom up cell count	Yfh1-off respiration	Autophagy mod	Autophagy mod cell loss 18 h
CC1CCC2(CC1)NC(=O)N(CC(=O)Nc1sc3c(c1C(N)=O)CCC3)C2=O (stereo not drawn)	-11	4	-2.4	974	17%	-0.53	-0.33	-0.27	-0.2	2.6	2.2	9.6	4	701	-0.23	1427	i	i	-9
Cc1ccc(Nc2ncnc3sc(C)c(C)c23)cc1	-11	2	-1.4	1158	20%	0.39	-0.22	0.19	0.54	2.4	2.2	5.6	3	755	/	/	i	i	4
Cc1cc(/C=C2/C(=O)NN(c3ccccc3)C2=O)c(C)n1-c1ccc(O)cc1	0	4	0.4	935	16%	0.47	-0.2	0.37	0.11	2.4	2.2	1.2	-3	625	0.33	1333	i	i	-4
Cc1cc(C)c(Cn2cnc3ccccc32)c(C)c1	28	41	1.3	1494	7%	-0.3	-0.22	0.12	0.49	3.7	1.9	2.9	-11	723	-0.58	1389	i	i	10
CC(=O)Nc1nc(C)cs1	-17	13	0.7	1065	1%	0.085	0.11	0.36	-0.31	12	1.7	6.7	-1	715	-0.32	1309	i	i	6
CCN(CC)CCN1C(=O)C(=O)/C(=C(/O)c2cnn(-c3ccccc3)c2C)C1c1ccc(C)o1 (stereo not drawn)	2	4	0.6	1415	-48%	-0.067	-0.22	-0.89	0.49	2.2	1.2	1.5	/	/	0.9	1506	i	i	-7
O=C(CC1C(=O)NCCN1Cc1c(F)cccc1Cl)NC1CCCCCC1 (stereo not drawn)	/	/	0.8	1337	17%	-1.4	-0.21	-0.76	0.52	/	/	/	-5	752	-0.24	1124	i	/	/
CC[n+]1c(C)cc(C)n1-c1ccccc1	-8	-5	0.4	1086	12%	0.12	-0.27	0.19	-0.39	2.7	1.8	0.9	6	690	/	/	i	i	5
CC(C)NC(=O)COc1ncnc2sccc12	-12	-9	0.4	1298	2%	1.4	-0.18	0.23	-1.9	3.8	1.2	4.7	/	/	-0.12	1668	i	i	-1
CC1CCN(S(=O)(=O)N2CCC(C(=O)NCCC3=CCCCC3)CC2)CC1	4	10	-3.7	1085	-8%	-0.35	-0.26	0.13	-0.24	3.0	1.7	4.1	-2	674	-0.81	1504	i	i	22
COc1ccc(N2C(=O)CCC(C(=O)c3ccccc3)=C2C)cc1	-5	0	-5.0	878	-17%	-0.22	-0.16	0.44	-0.22	2.6	2.0	7.6	/	/	-0.02	1267	i	i	0
CC(C)(C)NC(=O)C1CCC(CNc2c(N3CCCCC3)c(=O)c2=O)CC1 (stereo not drawn)	/	/	-0.4	1296	26%	0.17	-0.27	0.66	0.075	/	/	/	-15	685	0.14	1039	i	/	/
O=C(O)c1ccccc1-c1ccccc1C(=O)Nc1nccs1	5	6	-1.4	556	7%	-1	-0.23	-0.42	0.99	2.6	1.0	6.5	-1	734	/	/	i	i	26
Cc1c(S(=O)(=O)Nc2cc(Cl)ccc2Cl)c(=O)n(C)c(=O)n1C	-12	-2	0.1	1161	12%	-0.43	-0.19	-0.23	0.1	2.3	2.4	2.5	3	746	0.17	1209	i	i	6
COc1ccc(-n2cnnc2SCC(=O)Nc2cccc([N+](=O)[O-])c2)cc1	-11	9	-3.8	1067	18%	0.55	-0.33	0.51	-0.49	6.8	1.8	4.5	2	704	-0.1	1467	i	i	-1
N#Cc1c(-c2ccc(C(F)(F)F)cc2)cc(-c2ccccc2)[nH]c1=S	5	6	1.8	866	6%	-0.0053	-0.31	-0.45	0.18	2.6	3.0	6.5	-3	601	-0.32	893	i	i	-11
O=C(OCc1cc2ccccc2[nH]c1=O)c1ccc([N+](=O)[O-])cc1	/	/	0.5	1286	10%	-0.73	-0.19	-0.028	0.48	/	/	/	-38	664	-0.99	1036	i	/	/

Assay outcomes (PubChem BioAssay)
